Source: PubChem BioAssay
FBW7 activator: activators of human E3 ligase FBW7 | normalized activity (activation), % at 26.1 µM | Q969H0 | 0.13% of 650,000 active | AID 1259310 | AlphaScreen FBW7–phospho-cyclin E peptide binding, activator screen; in the data active = normalized activity above about 1.9%;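 also: purified mutant Fbw7 with reduced substrate affinity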
TEAD-YAP block: TEAD-YAP interaction inhibition | HEK-TIYL cells, TEAD-Gal4/YAP UAS-luciferase luminescence | inhibition, % at 9.12 µM | AID 1259422 | 1.4% of 640,000 active; in the data active = inhibition above about 32%;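 also: 0% = median of test compound wells and 100% = reference inhibitor wells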
MITF primary: inhibitors of human MITF; O75030; AlphaScreen MITF homodimerization, bead proximity signal; inhibition, % at 2.6 µM; 0.91% of 650,000 active; AID 1259374; in the data active = inhibition above about 50%;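 also: 0% = vehicle wells with protein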
Target sequence (O75030 whole entry, looked up): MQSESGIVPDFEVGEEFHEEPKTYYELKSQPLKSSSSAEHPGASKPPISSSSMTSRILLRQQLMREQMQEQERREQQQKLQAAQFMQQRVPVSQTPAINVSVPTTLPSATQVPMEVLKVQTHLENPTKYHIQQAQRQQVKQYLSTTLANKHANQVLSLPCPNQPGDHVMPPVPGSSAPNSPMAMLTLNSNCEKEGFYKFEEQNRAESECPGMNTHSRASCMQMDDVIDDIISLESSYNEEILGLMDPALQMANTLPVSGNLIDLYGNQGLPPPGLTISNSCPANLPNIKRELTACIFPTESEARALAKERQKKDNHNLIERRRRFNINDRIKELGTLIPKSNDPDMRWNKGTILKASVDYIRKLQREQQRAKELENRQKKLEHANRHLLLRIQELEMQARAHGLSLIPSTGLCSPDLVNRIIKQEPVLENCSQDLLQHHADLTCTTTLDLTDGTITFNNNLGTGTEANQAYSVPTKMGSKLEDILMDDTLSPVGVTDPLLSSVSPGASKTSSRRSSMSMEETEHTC
GPR151 activ: human GPR151 activation | Q8TDV0 | PathHunter beta-arrestin GPR151 cells, luminescence | activation, % at 11.2 µM | 1% of 650,000 active | AID 1508602; in the data active = activation above about 4.9%;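 also: 0% = median of compound wells and 100% = cells with positive control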
Target sequence (Q8TDV0 whole entry, looked up): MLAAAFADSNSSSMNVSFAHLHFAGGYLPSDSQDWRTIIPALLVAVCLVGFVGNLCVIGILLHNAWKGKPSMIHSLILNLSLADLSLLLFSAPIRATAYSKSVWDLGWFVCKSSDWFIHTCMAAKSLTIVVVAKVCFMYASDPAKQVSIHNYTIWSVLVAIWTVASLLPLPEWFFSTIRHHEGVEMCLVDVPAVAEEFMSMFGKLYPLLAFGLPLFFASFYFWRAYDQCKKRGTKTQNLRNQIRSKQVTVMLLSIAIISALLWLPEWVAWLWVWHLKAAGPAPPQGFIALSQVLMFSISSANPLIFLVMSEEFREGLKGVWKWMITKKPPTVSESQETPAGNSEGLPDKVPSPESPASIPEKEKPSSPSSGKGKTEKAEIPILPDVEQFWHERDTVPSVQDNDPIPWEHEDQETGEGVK
* = called active by the depositor.

| entry | Molecule | FBW7 activator | TEAD-YAP block | MITF primary | GPR151 activ |
| --- | --- | --- | --- | --- | --- |
| 1 | CC(=O)C1=C(C)N=c2s/c(=C/c3ccc(N(C)C)cc3)c(=O)n2C1c1ccc(N(C)C)cc1 (stereo not drawn) | 0.0 | -4 | 2 | -0.6 |
| 2 | Cc1ccc(Cl)cc1N1CCN(CC(O)COCc2ccc3c(c2)OCO3)CC1 (stereo not drawn) | 0.1 | 3 | 9 | 0.2 |
| 3 | COc1cc(C(=O)n2nc(C)cc2C)cc(OC)c1OC | -0.1 | 13 | 4 | 1.5 |
| 4 | COC(=O)c1ccc(OCC2c3cc(OC)c(OC)cc3CCN2C(=O)c2ccccc2OC)cc1 (stereo not drawn) | 0.0 | -19 | 8 | 1.6 |
| 5 | CNC(=O)/C(C#N)=C/c1c(Oc2ccc(Cl)cc2)nc2ccccn2c1=O | 0.1 | -20 | 7 | -6.3 |
| 6 | COC(=O)c1ccc(NC(=O)CN2CCN(CC#N)CC2)cc1 | 0.3 | -7 | 71* | -0.9 |
| 7 | O=C(Cn1c(=O)oc2cc(S(=O)(=O)N3CCCC3)ccc21)NCc1cccnc1 | 0.0 | 4 | -3 | 0.3 |
| 8 | COc1ccccc1NC(=O)c1c(NCc2sccc2C)sc2c1CCCCC2 | -0.2 | 3 | -5 | 0.7 |
| 9 | Cc1ccc(CNC(=S)NCCCn2nccc2C)cc1 | 0.2 | -1 | 16 | 0.2 |
| 10 | CC1=C(C#N)C(=O)N(CCO)C(=O)/C1=C\c1ccc(-c2ccc(C(=O)OC(C)C)cc2)o1 | 0.0 | -58 | 2 | 2.1 |
| 11 | Cn1ccnc1C1(O)CCN(C(=O)Cc2ccccc2)CC1 | 0.1 | 1 | 10 | 1.6 |
| 12 | Cc1ccc(NC(=O)C2CC(=O)N(Cc3ccc4c(c3)OCO4)C(=Nc3ccccc3)S2)c(C)c1 (stereo not drawn) | 0.3 | 16 | 14 | -1.6 |
| 13 | Cc1cc(C(F)F)n2ncc(C(=O)NCc3ccccc3)c2n1 | -0.1 | 4 | 9 | -0.4 |
| 14 | FC(F)(F)c1cccc(CNc2nc(-c3cccs3)nc3nc[nH]c23)c1 | -0.1 | 4 | 1 | 4.8 |
| 15 | COCc1cc(=O)n2[nH]c(N)nc2n1 | -0.3 | -1 | 15 | -0.4 |
| 16 | O=C(Nc1ccc(OCc2ccccc2)cc1)c1ccc2c(c1)OCO2 | 0.0 | 3 | -19 | -0.8 |
| 17 | CCN1Cc2cccc(C(=O)Nc3cccc(OC)c3)c2C1=O | -0.2 | 12 | -1 | -2.6 |
| 18 | Cn1c(SCC(=O)NC2CC2)nnc1-c1ccco1 | -0.1 | 4 | -9 | 0.5 |
| 19 | CCC(C)NC(=O)CSc1nc2n[nH]c(C)c2c(=N)n1-c1ccc(Cl)c(C)c1 (stereo not drawn) | 0.1 | 5 | -1 | 2.3 |
| 20 | CSc1ccc(CCNC(=O)Cn2ncc3ccsc3c2=O)cc1 | -0.1 | 8 | 11 | 2.1 |
| 21 | CCCN1CCOC(CC(=O)Nc2ccc(Br)cc2)C1=O (stereo not drawn) | 0.0 | 4 | -6 | -1.3 |
| 22 | C[C@@H](Cn1nnn(-c2ccccc2)c1=O)NC(=O)CN1Cc2ccccc2C1=O | 0.0 | -2 | 1 | -0.5 |
| 23 | O=C(CCn1c(=O)oc2ccccc21)NC1(c2ccc(F)cc2)CCCC1 | 0.0 | -2 | 15 | -0.1 |
| 24 | COc1ccc(CN2CCCN(C)CC2)c2ccccc12 | 0.1 | -1 | 4 | 2.3 |
| 25 | Cn1c2c(c3ccccc31)CCCC2=O | 0.2 | -4 | 20 | -0.4 |
| 26 | CCCCC1CN(CC(=O)NC(C)Cc2cncs2)Cc2ccccc2O1 (stereo not drawn) | 0.2 | 2 | 13 | -0.9 |
| 27 | CCCNC(=O)CSc1nc(C(C)C)nc2ccccc12 | 0.2 | -1 | 26 | 0.7 |
| 28 | CCN1CCC(N(Cc2ccc(F)cc2)C(=O)Nc2cc(C)ccc2OC)CC1 | -0.1 | -11 | -5 | 2.6 |
| 29 | O=C(Nc1cc([N+](=O)[O-])ccc1F)c1cccc(Cl)c1 | 0.3 | 7 | -14 | -1.4 |
| 30 | O=C(NCc1cccs1)c1ccc(N2CCCCC2)nc1 | -0.2 | -46 | 3 | 0.6 |

Down the list, as entered above.
Entries 19–22 in MITF primary read -1, 11, -6, 1
Entries 19–22 in GPR151 activ read 2.3, 2.1, -1.3, -0.5
Entries 19–22 in TEAD-YAP block read 5, 8, 4, -2

(list continues)
| entry | Molecule | FBW7 activator | TEAD-YAP block | MITF primary | GPR151 activ |
| --- | --- | --- | --- | --- | --- |
| 31 | Cc1ccc(Cn2nnc3c(=O)[nH]c(C(=O)NC4CC4)nc32)cc1 | -0.2 | -6 | -2 | 1.6 |
| 32 | CC1CCCC(C)N1C(=O)CN1C(=O)CN(C)C(=O)c2ccccc21 (stereo not drawn) | -0.3 | 10 | 9 | 0.9 |
| 33 | O=C(O)c1n[nH]c(=O)c2ccccc12 | 0.8 | -9 | 11 | -0.4 |
| 34 | Cc1ccc(NC(=O)CS(=O)CC(=O)Nc2ccc3c(c2)OCCO3)cc1Cl (stereo not drawn) | 0.4 | 0 | -1 | 2.7 |
| 35 | Cc1ccnc(N2CCC(C(=O)NNC(=O)c3ccccc3C)CC2)n1 | 0.7 | -1 | 1 | -0.3 |
| 36 | CCSc1nc2sc3c(c2c(=O)n1Cc1ccccc1)CC(C)CC3 (stereo not drawn) | 0.1 | -1 | 1 | -0.4 |
| 37 | O=C(NC1CCCC1)c1cnc2n(c1=O)CCS2 | 1.0 | -4 | 7 | -1.3 |
| 38 | Cc1nccn1-c1ccc(NC(=O)C2CCCN(C3Cc4ccccc4C3)C2)cc1 (stereo not drawn) | -0.1 | 9 | 3 | -0.6 |
| 39 | Cc1cc(C(=O)Nc2ccc(C(=O)O)cc2)cs1 | 0.0 | -4 | 7 | -1.6 |
| 40 | COc1ccc(CNC(=O)C(=O)N/N=C/c2ccccc2OCc2ccccc2)cc1 | 0.1 | 0 | 9 | 0.0 |
| 41 | Cc1c(C(c2cc(O)ccc2[N+](=O)[O-])c2c(C)n(C)n(-c3ccccc3)c2=O)c(=O)n(-c2ccccc2)n1C | 0.4 | 2 | 19 | 0.2 |
| 42 | CCc1cccc(CC)c1NC(=S)N1CCc2cc(OC)c(OC)cc2C1COc1ccccc1OC (stereo not drawn) | -0.1 | -2 | -5 | -1.9 |
| 43 | COc1cccc(CSc2nc3ccccc3[nH]2)c1 | -0.1 | -54 | -11 | -6.1 |
| 44 | CCOC(=O)CSc1nc2sc(C(=O)OCC)c(C)c2c(=O)n1Cc1ccc(OC)cc1 | -0.1 | -6 | -6 | 0.0 |
| 45 | CC1(C)CC(=NNC(=O)CC#N)CC(C)(C)N1 | -0.4 | -18 | -7 | 1.8 |
| 46 | COc1ccc(C(=O)NCc2nnc(SCC(=O)N3N=C(c4cccs4)CC3c3ccc(F)cc3)n2-c2ccccc2)cc1OC (stereo not drawn) | -0.1 | 25 | 4 | 0.8 |
| 47 | CN1CCN(C2=NC(=O)/C(=C/c3ccc(Cl)cc3Cl)S2)CC1 | 0.0 | 1 | -5 | -0.2 |
| 48 | O=C(NCc1ccc2c(c1)OCO2)c1ccc2c(=O)n(CCC3=CCCCC3)c(=S)[nH]c2c1 | -0.1 | 5 | -6 | 1.6 |
| 49 | Cc1cc(-n2c(C)cc(/C=C/C(=O)O)c2C)no1 | -0.1 | 1 | 7 | 0.4 |
| 50 | Cc1ccc(Cn2c(SCC(=O)NC3CCCCC3)nc3c(sc4ncccc43)c2=O)cc1 | 0.1 | -1 | -2 | 1.0 |
| 51 | COc1cc(C=O)ccc1OC(=O)c1ccc(C)cc1 | 0.2 | -8 | -5 | -0.9 |
| 52 | CCOC(=O)c1c(NC(=O)COc2ccccc2)sc(C(=O)Nc2ccc(OC)cc2)c1C | -0.1 | 9 | 2 | -0.1 |
| 53 | CC(C)C(NC(=O)c1ccccc1)C(=O)OCC(=O)c1ccc(Br)cc1 (stereo not drawn) | 0.3 | 2 | -2 | 0.0 |
| 54 | COc1ccc(-n2nc([N+](=O)[O-])c(=NCCCN3CCCC3=O)n2O)cc1 | -0.1 | -6 | 4 | -0.6 |
| 55 | C[C@H]1NC(=O)[C@@H]2C[C@H](NCc3cc(F)ccc3F)CN2C1=O | 0.2 | -2 | 15 | -0.5 |
| 56 | CCOC(=O)c1cc2oc(C)cc2n1CC(=O)Nc1ccc(OC)c(OC)c1 | -0.5 | -5 | -2 | -1.3 |
| 57 | Brc1ccc(Nc2nc(-c3ccccn3)cs2)cc1 | 0.4 | -28 | 21 | 0.8 |
| 58 | CCCCOC(=O)CCc1c(C)[nH]c(=S)[nH]c1=O | -0.1 | 1 | 2 | 0.1 |
| 59 | OCCC1CN(Cc2ccc3ccccc3c2)CCN1C1CCCC1 (stereo not drawn) | 0.0 | 4 | 8 | 0.1 |
| 60 | COCCNc1nc2nonc2nc1N1CCC(N(C)C)C1 (stereo not drawn) | -0.1 | -11 | -111 | 1.8 |

An excerpt of these results, as labelled records:
34. Cc1ccc(NC(=O)CS(=O)CC(=O)Nc2ccc3c(c2)OCCO3)cc1Cl (stereo not drawn)
  FBW7 activator = 0.4 | TEAD-YAP block = 0 | MITF primary = -1 | GPR151 activ = 2.7
35. Cc1ccnc(N2CCC(C(=O)NNC(=O)c3ccccc3C)CC2)n1
  FBW7 activator = 0.7 | TEAD-YAP block = -1 | MITF primary = 1 | GPR151 activ = -0.3
36. CCSc1nc2sc3c(c2c(=O)n1Cc1ccccc1)CC(C)CC3 (stereo not drawn)
  FBW7 activator = 0.1 | TEAD-YAP block = -1 | MITF primary = 1 | GPR151 activ = -0.4
37. O=C(NC1CCCC1)c1cnc2n(c1=O)CCS2
  FBW7 activator = 1.0 | TEAD-YAP block = -4 | MITF primary = 7 | GPR151 activ = -1.3

Returning to the listing with the 2 entries that preceded the break.
| entry | Molecule | FBW7 activator | TEAD-YAP block | MITF primary | GPR151 activ |
| --- | --- | --- | --- | --- | --- |
| 59 | OCCC1CN(Cc2ccc3ccccc3c2)CCN1C1CCCC1 (stereo not drawn) | 0.0 | 4 | 8 | 0.1 |
| 60 | COCCNc1nc2nonc2nc1N1CCC(N(C)C)C1 (stereo not drawn) | -0.1 | -11 | -111 | 1.8 |
| 61 | COc1cccc(NC2=NCC(=O)N2c2cc(C)ccc2C)c1 | 0.1 | 5 | -2 | 1.7 |
| 62 | COc1cc(C(=O)NC(=S)Nc2cccc(-c3nc4ncccc4o3)c2)cc(OC)c1OC | 0.3 | -9 | 20 | 0.5 |
| 63 | COCCOC(=O)c1cc(C(=O)c2cc(Br)ccc2O)coc1=N | 0.0 | 2 | 3 | 1.5 |
| 64 | CC1CCCC(C)N1C(=O)Cn1nnc2ccccc2c1=O (stereo not drawn) | 0.2 | -1 | 14 | -1.2 |
| 65 | CC1CCCC(NC(=O)C2N(CCC3=CCCCC3)C(=O)C3C(C(=O)Nc4ccc(Cl)cc4)C4C=CC32O4)C1C (stereo not drawn) | 0.1 | -6 | 6 | -1.6 |
| 66 | O=C(NC1CCN(Cc2ccccc2)CC1)c1cnc(N2CCC(N3CCOCC3)CC2)s1 | -0.1 | 3 | -8 | 1.9 |
| 67 | CCOc1cccc(-c2cn3c(NC(=O)Cc4ccccc4C)cnc3cn2)c1 | 0.3 | -5 | 0 | 2.3 |
| 68 | COc1ccc(-n2c(SCC(=O)NC3CCCCC3)nc3n[nH]c(C)c3c2=N)cc1 | 0.0 | 5 | -9 | 0.3 |
| 69 | CCn1c(C(Cc2ccccc2)NC(=O)COC)nc2ccccc21 (stereo not drawn) | 0.2 | 1 | -15 | -1.4 |
| 70 | COc1ccc(OC)c(C2C(C(C)=O)=C(O)C(=O)N2CCc2c[nH]c3ccccc23)c1 (stereo not drawn) | -0.1 | -16 | 4 | -1.4 |
| 71 | Cc1c(Nc2ccc(Br)cc2C(=O)c2ccccc2)nc2ccc(Br)cc2c1-c1ccccc1 | -0.1 | -5 | 4 | -0.7 |
| 72 | Clc1ccc(CSC2=NCCCN2)cc1 | -0.1 | 10 | -1 | 0.7 |
| 73 | CC(C)(C)OC(=O)N1CCOCCOCCNCCOCCOCC1 | 0.0 | 1 | -4 | -1.1 |
| 74 | CC(=O)c1cccc(Oc2ccc([N+](=O)[O-])cc2[N+](=O)[O-])c1 | -0.1 | 7 | 0 | 0.2 |
| 75 | O=S(=O)(Nc1ccc2ccccc2c1)c1ccc(S(=O)(=O)N2CCCC2)cc1 | 0.2 | 12 | 12 | 1.5 |
| 76 | Cc1cn2c3c(=O)n(C)c(=O)n(C)c3nc2n1CCCn1ccnc1 | 0.0 | 11 | -8 | -0.5 |
| 77 | Cc1ccc(Cl)cc1NC(=O)CN1C(=O)NC(CC(C)C)C1=O (stereo not drawn) | 0.0 | 1 | 6 | -0.3 |

Three compounds picked at random from those above:
| entry | Molecule | FBW7 activator | TEAD-YAP block | MITF primary | GPR151 activ |
| --- | --- | --- | --- | --- | --- |
| 76 | Cc1cn2c3c(=O)n(C)c(=O)n(C)c3nc2n1CCCn1ccnc1 | 0.0 | 11 | -8 | -0.5 |
| 77 | Cc1ccc(Cl)cc1NC(=O)CN1C(=O)NC(CC(C)C)C1=O (stereo not drawn) | 0.0 | 1 | 6 | -0.3 |
| 64 | CC1CCCC(C)N1C(=O)Cn1nnc2ccccc2c1=O (stereo not drawn) | 0.2 | -1 | 14 | -1.2 |
